# D2 antag: antagonists of human D2 dopamine receptor; HEK293 TREx D2 cells, calcium flux, dopamine EC80; inhibition, % at 10 µM; 340,000 tested, 2% active; in the data active = inhibition above about 30%; note: 0% is about no effect
# Target sequence (P14416 whole entry, looked up): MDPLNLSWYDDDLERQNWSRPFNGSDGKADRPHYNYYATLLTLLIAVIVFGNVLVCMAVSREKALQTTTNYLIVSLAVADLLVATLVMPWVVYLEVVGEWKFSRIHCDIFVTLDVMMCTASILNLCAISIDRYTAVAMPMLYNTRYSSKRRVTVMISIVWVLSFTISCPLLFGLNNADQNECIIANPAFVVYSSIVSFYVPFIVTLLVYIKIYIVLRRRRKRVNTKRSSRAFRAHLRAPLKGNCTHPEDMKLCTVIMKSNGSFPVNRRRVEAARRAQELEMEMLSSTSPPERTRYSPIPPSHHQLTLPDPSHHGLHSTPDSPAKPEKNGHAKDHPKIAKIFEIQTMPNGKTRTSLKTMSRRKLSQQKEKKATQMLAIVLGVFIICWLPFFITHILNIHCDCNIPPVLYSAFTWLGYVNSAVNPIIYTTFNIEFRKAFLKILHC
#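 Measurement of antagonist activity uses fluorescent calcium dye in inducible HEK293 T-REx D2 cells: 10 s baseline, compound addition with 180 s read, EC80 dopamine addition with a further 180 s read.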
# D1 PAM: human D1 dopamine receptor positive modulation. potentiation, % at 10 µM. HEK293 TREx D1 cells, calcium flux, dopamine EC20 potentiation. 360,000 tested, 0.036% active; in the data active = potentiation above about 30%; note: 0% is about no effect
# RXFP1 antag: blocks the human relaxin receptor RXFP1; HEK293-RXFP1, relaxin-stimulated cAMP HTRF, 30 min; active compounds read low; AID 1259400; Q9HBX9; activity change, negative = inhibition, % at 57.5 µM; 350,000 tested, 0.59% active;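 active = activity change of -60% or lower, but not beyond a set lower limit; inconclusive = change between -60% and -40%, or beyond the set limit; inactive = change above -40%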; note: % is set by controls: 0 for no effect and ±100 for the full control effect
# TRHR enhancer: allosterically enhances the human TRH receptor; TRHR cells, fluo-8 calcium fluorescence, EC20 TRH enhancement; AID 493056; 360,000 tested, 0.66% active; P34981; enhancement, % at 2 µM; in the data active = enhancement above about 30%; note: 0% is about no effect
# Target sequence (P34981 whole entry, looked up): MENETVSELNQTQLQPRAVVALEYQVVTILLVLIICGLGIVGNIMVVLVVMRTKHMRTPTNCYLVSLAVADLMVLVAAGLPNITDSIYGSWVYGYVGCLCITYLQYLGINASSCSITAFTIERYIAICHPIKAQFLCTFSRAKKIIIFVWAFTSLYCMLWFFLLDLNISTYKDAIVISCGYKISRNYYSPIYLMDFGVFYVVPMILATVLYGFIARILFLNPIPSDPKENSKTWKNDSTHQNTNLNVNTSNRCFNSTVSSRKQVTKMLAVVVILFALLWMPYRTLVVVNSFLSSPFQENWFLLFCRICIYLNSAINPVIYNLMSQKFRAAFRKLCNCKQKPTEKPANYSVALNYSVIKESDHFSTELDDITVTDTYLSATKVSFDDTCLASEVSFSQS
#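 TRHR-expressing cells loaded with fluo-8 calcium dye were read kinetically (ex 480/em 530) during compound addition, then stimulated with an EC20 of TRH (10 nM final). Enhancement of the Gq-mediated intracellular calcium response was scored.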
# D2 ag: D2 dopamine receptor (human) agonism. HEK293 T-REx D2 cells, calcium flux agonist mode. activation, % at 2 µM. 340,000 tested, 0.53% active. AID 485358;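 active = activation over 3 SD above normal in the single-dose calcium agonist read, cut at about 30% in these data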; note: 0% is about no effect
#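 In this primary screen, compounds producing a positive calcium signal within 180 s of addition to tetracycline-induced, force-coupled HEK293 Trex D2 cells are flagged; cells are dye-loaded with a no-wash calcium kit beforehand.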
# D2 PAM: positive allosteric modulators of human D2 dopamine receptor; potentiation, % at 10 µM; P14416; 340,000 tested, 0.34% active; HEK293 T-REx D2, calcium flux, EC20 dopamine potentiation;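 active = potentiation over 3 SD above the plate norm, cut at about 30% in these data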; note: 0% is about no effect
#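 Potentiation of an EC20 dopamine calcium response measured kinetically over 180 s, after a preceding 180 s compound-only read flagging agonists. Cells: inducible Hek293 Trex D2 line, 4000/well, cultured overnight at 30 C before dye loading.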
# D1 agonist: agonists of human D1 dopamine receptor; P21728; HEK293 T-REx D1 cells, calcium flux, agonist mode; activation, % at 2 µM; 360,000 tested, 1% active; note: 0% is about no effect
#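 Tetracycline-induced HEK293 TREx D1 cells, force-coupled to calcium signalling, were dye-loaded with a no-wash calcium kit. Compound was pin-added after a 10 s baseline. Fluorescence was read kinetically at 1 cycle/s for 180 s, with calcium rises flagged as agonism.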
# TRHR agonist: activates the human TRH receptor; P34981; TRHR cells, calcium flux fluo-8, FDSS agonist mode; activation, % at 2 µM; 360,000 tested, 0.18% active; AID 493084; note: 0% is about no effect
#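 In this calcium-flux screen, cells bearing human TRHR are dye-loaded with fluo-8, baselined for 10 cycles, then exposed to library compounds; positive kinetic calcium responses during the agonist phase mark hits, with TRH as control.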
# D1 antagonist: antagonists of human D1 dopamine receptor; HEK293 TREx D1 cells, calcium flux, dopamine EC80; active compounds read low; activity change, negative = inhibition, % at 10 µM; 360,000 tested, 3.2% active; in the data active = activity change below about -30%; note: % is set by controls: 0 for no effect and ±100 for the full control effect
#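 HEK293 T-REx cells expressing inducible, force-coupled D1 receptor; no-wash Ca dye, 30–90 min RT. Cmpd → 180 s read at 1 Hz → EC80 DA → 180 s read.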
# * = called active by the depositor; ? = inconclusive; · = not tested or not shown. Cut-off read from the data, not from the text of the source, unless noted: active = activation above about 30%; inactive = the rest. This is a random part of the collection; any-hit rate near 7.1%.
SMILES,D2 antag,D1 PAM,RXFP1 antag,TRHR enhancer,D2 ag,D2 PAM,D1 agonist,TRHR agonist,D1 antagonist
Cc1cc(=O)oc2cc3c(cc12)OCCO3,-15,-9,-14,-11,3.1,-9,0,0.2,-19
N#Cc1c(NC(=O)CCC(=O)O)sc2c1CCCCC2,-13,-1,-25,0,1.0,5,2,0.0,-16
N#C/C(N=Nc1ccccc1O)=N\Nc1ccccc1O,15,-6,·,-4,17,-10,36*,6.7,-59*
CCN(CC)C(=O)C(=O)c1cccn1-c1cccc(Cl)c1C#N,4,0,-1,-3,-0.9,9,-2,-0.5,-7
O=C(NCc1ncc(C(F)(F)F)cc1Cl)Nc1ccccc1,6,2,-8,-3,0.4,-10,6,0.3,3
CCN(CC)S(=O)(=O)c1ccc(C(=O)Nc2nnc(COC)o2)cc1,15,-5,-9,-10,0.8,1,4,0.3,-4
CCOc1ccc(N(CC)S(=O)(=O)c2c(C)[nH]c(=O)[nH]c2=O)cc1,11,-1,0,-3,1.1,2,5,0.5,0
CC(OC(=O)CCN1C(=O)C2CC=CCC2C1=O)C(=O)c1ccc(F)cc1 (centres undefined),-4,-4,4,4,0.3,5,2,0.7,3
CN1C(=O)C(O)(C2COC(C)(C)CC2=O)c2cc(Br)ccc21 (centres undefined),·,8,10,6,·,·,2,0.1,-14
Cc1ccc(CNC(=O)[C@H](C)[C@H]2C[C@]2(C)[C@H](NC(=O)OCc2ccccc2)c2ccccc2)o1,-7,-3,·,-3,-2.1,-8,7,-0.4,-6
CCc1ccc(NC(=O)c2sc3nc(C)c(Cl)c(C)c3c2NC(=O)c2ccccc2OC)cc1,·,-1,·,13,-0.5,-2,0,3.0,6
CSc1ccc(C2c3[nH]c4ccccc4c3CCN2C(=O)c2cc(C)n(C)n2)cc1 (centres undefined),-6,1,·,6,1.2,7,1,0.4,-9
COc1ccc2c(c1)CC[C@@H]1[C@@H]2CC[C@]2(C)[C@@H](C(=O)O)C[C@@H]12,7,-6,·,1,0.4,3,0,0.0,2
CCC(NC(=O)c1ccc(C#CC2(O)CCCCC2)cc1)C(=O)O (centres undefined),3,2,1,7,-0.2,6,2,0.8,2
CCOc1cc(/C=C/C(=O)O)ccc1OCCOc1ccc(F)cc1,11,-4,-11,-7,-0.7,5,8,-0.6,22
COc1ccc2c(c1)CC/C(=C/c1cc(OC)c(OC)c(OC)c1)C2=O,1,-4,-31,-9,-0.7,·,10,0.3,-22
COc1cccc(NC(=O)C23CCC(C)(C(=O)O2)C3(C)C)c1 (centres undefined),-20,-2,2,4,0.3,3,1,-0.2,-5
COC(=O)CCC(=O)N1CCc2cc(S(=O)(=O)N3CCc4ccccc43)ccc21,4,-8,-9,-4,-1.3,-5,1,1.1,-3
COc1cc(NC2c3ccccc3C(=O)N2c2ccc(C)cn2)cc(OC)c1OC (centres undefined),5,2,-7,4,-2.6,10,1,-0.1,7
CCN(CC)c1ccc(NC(=O)CCc2c(C)nc3ncnn3c2C)c(C)c1,·,1,·,-10,0.6,-1,0,-0.2,4
COc1ccc(C2=C(C=C(C#N)C#N)C(c3ccccc3C)c3ccccc3O2)cc1OC (centres undefined),5,3,-12,0,2.2,6,9,0.0,-2
Cc1oc(-c2ccccc2Cl)nc1CSc1nc2c(c(=O)[nH]1)CCCC2,16,1,-4,3,-2.0,-13,3,0.5,14
Cc1cccc(CN2CCC(C(=O)Nc3ccc(-n4nc(C)cc4C)cc3)CC2)n1,-6,1,-15,1,0.1,5,3,0.2,-26
COc1ccc(OC)c(CNC(=O)c2cccc(NC(=O)N3CCSc4ncccc43)c2)c1,·,0,-18,-1,-0.1,7,0,-0.2,-24
Cc1cc(=O)n2nc(N3CCCC(C(=O)NCc4ccc(Cl)cc4)C3)sc2n1 (centres undefined),9,-4,7,-3,0.1,-5,0,-0.1,-4

# Ordered by number of heavy atoms (descending): some entries from above.
SMILES,D2 antag,D1 PAM,RXFP1 antag,TRHR enhancer,D2 ag,D2 PAM,D1 agonist,TRHR agonist,D1 antagonist
COc1ccc(C2=C(C=C(C#N)C#N)C(c3ccccc3C)c3ccccc3O2)cc1OC (centres undefined),5,3,-12,0,2.2,6,9,0.0,-2
CSc1ccc(C2c3[nH]c4ccccc4c3CCN2C(=O)c2cc(C)n(C)n2)cc1 (centres undefined),-6,1,·,6,1.2,7,1,0.4,-9
Cc1oc(-c2ccccc2Cl)nc1CSc1nc2c(c(=O)[nH]1)CCCC2,16,1,-4,3,-2.0,-13,3,0.5,14

# Full records, quoted from the list. Order of screens: D2 antag	D1 PAM	RXFP1 antag	TRHR enhancer	D2 ag	D2 PAM	D1 agonist	TRHR agonist	D1 antagonist
# COc1ccc(C2=C(C=C(C#N)C#N)C(c3ccccc3C)c3ccccc3O2)cc1OC (centres undefined) as listed: 5	3	-12	0	2.2	6	9	0.0	-2
# CCN(CC)c1ccc(NC(=O)CCc2c(C)nc3ncnn3c2C)c(C)c1 as listed: ·	1	·	-10	0.6	-1	0	-0.2	4
# CCOc1cc(/C=C/C(=O)O)ccc1OCCOc1ccc(F)cc1 as listed: 11	-4	-11	-7	-0.7	5	8	-0.6	22

# (next part)
SMILES,D2 antag,D1 PAM,RXFP1 antag,TRHR enhancer,D2 ag,D2 PAM,D1 agonist,TRHR agonist,D1 antagonist
CCn1c(CNC(=O)c2ccc(OC)c(OC)c2)nnc1SCC(=O)Nc1ccccc1,4,-3,-7,0,-0.9,-8,0,0.4,-1
O=C(NCC(c1ccco1)N1CCCCC1)c1ccc(NS(=O)(=O)c2ccc(F)cc2)cc1 (centres undefined),-4,-5,-12,7,-1.7,-16,4,-1.3,-3
COc1cccc(Nc2cc(-c3ccccc3)nc(C)n2)c1,·,2,-3,0,·,-4,-1,-0.3,6
CCc1cccc(NC(=O)Cn2c(=O)n(CCCCCC(=O)NCc3ccc(F)cc3)c(=O)c3sccc32)c1,·,-1,-4,-21,·,-7,4,1.1,-10
O=C(O)c1ccoc1CN1CCCCC1,3,-7,-6,-9,0.5,-1,1,-0.2,-1
COc1ccccc1NC(=O)NCCc1c[nH]c2ccccc12,·,-2,-2,12,·,·,3,0.0,-16
COc1ccccc1-c1cc(C(=O)Nc2cc(C)nn2-c2ccccc2)no1,13,0,-13,0,-0.3,-8,-2,-0.8,12
CN(C)CCCN(C(=O)c1ccc(C(=O)c2ccccc2)cc1)c1nc2cc3c(cc2s1)OCO3,12,3,?,1,2.1,-6,62*,1.8,-7
Cc1cccc(C)c1NC(=O)CS(=O)CC(=O)Nc1ccc(F)cc1F (centres undefined),·,-3,2,-1,·,2,3,-0.6,-7
O=C(Cc1ccccc1)N/N=C/c1ccc2c(c1)OCO2,23,-6,3,-1,-10,18,18,-0.8,5
O=[N+]([O-])c1ccc(S(=O)(=O)NCc2nc3cccnc3n2Cc2ccccc2Cl)cc1,·,-5,2,-2,0.5,-4,1,-0.6,22
CC(C(=O)NC(=O)NC1CCCCC1)N1CCN(C(c2ccccc2)c2ccccc2)CC1 (centres undefined),1,4,-10,3,0.1,3,0,-0.4,·
CC(=O)Nc1cccc(NC(=O)CSc2nc3c(=O)n(C)c(=O)n(C)c3n2C)c1,8,0,-4,3,-0.1,-2,1,0.6,2
CCn1c(SCC(=O)NC(C)C(C)C)nc2cc(S(=O)(=O)N3CCOCC3)ccc21 (centres undefined),-26,-6,-7,-6,0.7,0,2,-0.1,-14
O=C(CN1CCCC1)NC(=O)NC1CCCC1,-3,2,-5,-1,-0.4,-2,3,1.9,17
O=C(COC(=O)CCC1CCCC1)NCc1ccc(Cl)cc1,·,-6,12,-6,·,·,-1,-0.4,-19
CC(=O)c1ccc(OCC(=O)NC2CCCCCC2)cc1,-3,-8,4,0,0.0,31*,2,-0.7,1
COCCn1nnnc1C(C(C)C)N(Cc1cccnc1)Cc1ccccc1Cl (centres undefined),9,-3,3,0,-1.5,-1,1,-0.1,7
NC(=O)c1nsc(C(=O)N(c2cccc(F)c2)C(C(=O)NC2CCCC2)c2ccco2)c1N (centres undefined),-25,-5,5,3,0.0,3,4,-0.5,16

# Taken from above, 4 compounds:
SMILES,D2 antag,D1 PAM,RXFP1 antag,TRHR enhancer,D2 ag,D2 PAM,D1 agonist,TRHR agonist,D1 antagonist
CCn1c(CNC(=O)c2ccc(OC)c(OC)c2)nnc1SCC(=O)Nc1ccccc1,4,-3,-7,0,-0.9,-8,0,0.4,-1
O=C(NCC(c1ccco1)N1CCCCC1)c1ccc(NS(=O)(=O)c2ccc(F)cc2)cc1 (centres undefined),-4,-5,-12,7,-1.7,-16,4,-1.3,-3
COc1cccc(Nc2cc(-c3ccccc3)nc(C)n2)c1,·,2,-3,0,·,-4,-1,-0.3,6
CCc1cccc(NC(=O)Cn2c(=O)n(CCCCCC(=O)NCc3ccc(F)cc3)c(=O)c3sccc32)c1,·,-1,-4,-21,·,-7,4,1.1,-10
